Assay outcomes from PubChem.
L major viab = Leishmania major promastigote growth inhibition. actives 9% (n = 200,000). inhibition, % at 10 µM. Leishmania major promastigotes, resazurin fluorescence viability; in the data active = inhibition above about 50%;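 also: promastigotes grown with compound for 44 hours at 28 °C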
Redox H2O2 prof = compounds producing H2O2 with reducing agent – biochemical, NIH compound library profiling, artefact control for MLSCN library redox annotation, primary screen | DTT-dependent redox cycling H2O2, phenol red/HRP absorbance; 100% = 100 µM peroxide control, 0% = buffer | activation, % at 10 µM | actives 0.03% (n = 200,000);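 active = activation of at least 50% relative to the plate's high and low controls in the primary single-dose screen; inactive = activation below 50%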;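 also: compound incubated with DTT at 0.8 mM final as the reducing agent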
PMI act satM6P = increases human PMI activity with near-saturating mannose 6-phosphate. actives 0.34% (n = 190,000). activation factor at 20 µM. P34949. coupled PMI enzyme assay, resazurin fluorescence, 20 min; active compounds read high; 1 = untreated enzyme, 0 = substrate-free blank;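 active = activation factor of 2 or more at 20 µM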
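Test system: human PMI in coupled enzyme assay; Input: PMI at 15 ng/mL final; Medium: HEPES buffer, pH 7.4; Schedule: 20 min incubation at room temperature; Technique: resorufin fluorescence at Ex 544/Em 590 nm; Compound: 20 µM single dose; Probe or stimulus: Near-saturating mannose-6-phosphate, 1.0 mM.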
TNAP inh hiacc = inhibitors of human TNAP at high phosphate acceptor concentration; AID 1135; P05186; purified TNAP, CDP-star luminescence, 1 M DEA; actives 0.03% (n = 200,000); inhibition, % at 20 µM;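 active = over 50% inhibition of tissue-nonspecific alkaline phosphatase at 20 µM in the single-dose screen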;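 also: plate controls were DMSO wells for no effect and EDTA-quenched wells as full inhibition for full effect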
Target sequence (P05186 whole entry, looked up): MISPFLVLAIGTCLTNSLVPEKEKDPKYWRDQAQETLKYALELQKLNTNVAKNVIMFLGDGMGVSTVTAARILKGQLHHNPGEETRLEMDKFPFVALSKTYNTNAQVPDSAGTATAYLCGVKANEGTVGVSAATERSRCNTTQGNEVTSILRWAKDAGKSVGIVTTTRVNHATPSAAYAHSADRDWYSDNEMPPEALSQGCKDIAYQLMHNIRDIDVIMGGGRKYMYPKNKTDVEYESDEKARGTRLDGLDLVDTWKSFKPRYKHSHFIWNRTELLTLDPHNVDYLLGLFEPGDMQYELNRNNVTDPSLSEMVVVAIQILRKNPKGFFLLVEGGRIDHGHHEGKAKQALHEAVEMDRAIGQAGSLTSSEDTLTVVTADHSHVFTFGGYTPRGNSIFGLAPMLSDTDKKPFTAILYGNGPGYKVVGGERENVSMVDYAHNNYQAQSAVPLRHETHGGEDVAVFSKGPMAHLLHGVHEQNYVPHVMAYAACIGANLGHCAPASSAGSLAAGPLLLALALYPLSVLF
Efa HMGR inh = E. faecalis class II HMG-CoA reductase inhibition | purified E. faecalis HMGR, NADPH absorbance 340 nm kinetic | inhibition, % at 10 µM | actives 0.41% (n = 190,000);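 active = inhibition above a set limit, the median over all tested compounds plus 3 SD, cut at about 9.5% in these data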;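 also: enzyme runs in reverse so mevalonate oxidation gives rising NADPH absorbance; 0% = complete reaction with DMSO and 100% = background rate lacking mevalonate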
TNAP inh no acc = inhibitors of human TNAP without phosphate acceptor | purified TNAP, CDP-star luminescence, 30 min | inhibition, % at 20 µM | actives 0.26% (n = 200,000);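 active = tissue-nonspecific alkaline phosphatase inhibition above about 50% at 20 µM in the single-dose screen, limit read from the data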;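 also: 0% = DMSO negative control and 100% = EDTA positive control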
RAM inhibit = blocks the yeast RAM network | S. cerevisiae dse1pr::URA3 reporter, 5-FOA growth OD615, 2 d; analog-sensitive cbk1-as2 kinase mutant strain | inhibition, % at 50 µM | actives 1.8% (n = 190,000);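 active = inhibition above a set limit, 3 SD over mean compound inhibition, cut at about 8.4% in these data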;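 also: 0% = DMSO-only wells with no growth and 100% = 10 µM 1-NA-PP1 full growth; inhibition rescues growth on 5-FOA so higher OD means more RAM inhibition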
Hsp70 act = Hsp70 transcriptional activation, primary screen | HeLa Hsp70 promoter luciferase reporter, luminescence; scaled: vehicle 0, proteasome-inhibitor control 100% | activation, % at 10 µM | actives 0.04% (n = 200,000) | AID 1203;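 active = activation above the mean across all tested compounds plus 3 SD, cutoff set per campaign, cut at about 5.5% in these data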;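 also: 100% = MG132 at 30 µM as the positive control and 0% = DMSO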
PMI act = activators of human phosphomannose isomerase. P34949. purified human PMI, coupled resazurin fluorescence, 20 min; active compounds read high; 1 = vehicle control, 0 substrate-free wells. activation factor at 20 µM. actives 0.005% (n = 190,000). AID 1214;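 active = activation factor of 2 or more at 20 µM, relative to plate controls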
S1P3 antag = antagonists of human S1P3 receptor. CHO S1P3 NFAT-BLA reporter, FRET fluorescence, antagonist mode. actives 0.27% (n = 170,000). inhibition, % at 4.98 µM. AID 485. Q99500;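 active = inhibition above the plate cutoff, the mean inhibition of test wells on that plate plus 3 SD, cut at about 28% in these data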;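 also: cells challenged with S1P at its EC80 of 0.8 µM; blue over green emission ratio from cleaved BLA substrate after 4 h stimulation; 0% = S1P-stimulated wells and 100% = unstimulated DMSO-only wells; some compounds past the cut are filed as inactive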
Target sequence (Q99500 whole entry, looked up): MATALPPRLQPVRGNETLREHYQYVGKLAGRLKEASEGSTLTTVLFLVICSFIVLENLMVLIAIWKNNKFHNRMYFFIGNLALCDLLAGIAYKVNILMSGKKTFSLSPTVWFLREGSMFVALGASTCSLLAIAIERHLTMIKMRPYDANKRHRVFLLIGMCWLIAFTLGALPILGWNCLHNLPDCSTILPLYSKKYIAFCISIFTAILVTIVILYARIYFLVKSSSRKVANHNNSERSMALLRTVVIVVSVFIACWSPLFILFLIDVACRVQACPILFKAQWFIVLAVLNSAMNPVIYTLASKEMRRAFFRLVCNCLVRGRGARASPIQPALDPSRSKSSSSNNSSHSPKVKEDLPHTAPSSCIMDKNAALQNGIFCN
Starred values were filed as active, the others as inactive; . = not tested or not shown.

SMILES | L major viab | Redox H2O2 prof | PMI act satM6P | TNAP inh hiacc | Efa HMGR inh | TNAP inh no acc | RAM inhibit | Hsp70 act | PMI act | S1P3 antag
CCN(CC)c1ccc(NC(=O)c2cnccn2)cc1S(=O)(=O)Nc1ccc(OC)cc1 | 64* | 0.0 | 0.9 | 0 | 0 | -13 | 0.3 | 0.2 | 0.9 | -9
O=C(Nc1ccc(-c2nc3ccccc3s2)cc1)c1cc(-n2cnnc2)ccc1Cl | 7 | -4.6 | 1 | -6 | -3 | -2 | 16* | -0.2 | 1 | .
Cc1ccnc(NC(=O)CCc2c(C)nc3ncnn3c2C)c1 | -6 | 2.2 | 1.1 | -4 | -2 | -2 | 0.4 | -0.3 | 1.1 | -1
CCCCCCNCc1c(F)cccc1Cl | -3 | -0.3 | 0.9 | -8 | -4 | -9 | 1.0 | -0.4 | 1 | 0
CC(C)(C)NC(=O)c1cnn2c1NC(c1ccc(F)cc1)CC2C(F)(F)F (stereo unspecified) | 4 | -0.9 | 1 | -4 | -9 | -12 | 2.4 | 0.1 | 1.1 | 13
O=C(CSc1ccc(Cl)cc1)Nc1ccc(NC(=O)c2ccco2)cc1 | 4 | 0.1 | 0.8 | -5 | -3 | -21 | 4.7 | 0.1 | 0.8 | .
CN(C)c1ccc(-c2nnc(-c3ccc(S(=O)(=O)C(F)F)cc3)o2)cc1 | -5 | 1.1 | 1 | 0 | 2 | -8 | 0.6 | 0.1 | 0.9 | 9
CCOC(=O)C1=C(C)NC(C)=C(C(=O)OCC)C1c1ccc(Br)o1 | 25 | 0.1 | 0.6 | -2 | -7 | -7 | 4.0 | -0.2 | 0.9 | 15
O=C(c1ccccc1)N1CCN=C1c1ccccc1 | -2 | 0.1 | 1.1 | 1 | 0 | -13 | 1.2 | -0.3 | 1.1 | -13
COc1ccc(-c2ccccc2)cc1NCc1ccccc1C | 0 | -0.1 | 1 | -4 | -4 | 1 | 2.0 | -0.3 | 1 | -12
O=C(Nc1cccnc1Cl)c1cc(-c2ccco2)on1 | -4 | 0.2 | 0.9 | 1 | 5 | -10 | 4.2 | -0.1 | 1 | .
Cc1nc2sc(C(c3ccco3)N3CCOCC3)c(O)n2n1 (stereo unspecified) | -6 | 1.0 | 0.7 | -1 | -4 | -1 | -0.5 | -0.3 | 0.6 | -5
CC(C)CCNC(=O)C12CN(Cc3ccccc3)CC1C(c1cccc([N+](=O)[O-])c1)=NO2 (stereo unspecified) | 7 | 16 | 1 | -3 | -12 | -3 | 3.2 | -0.2 | 0.9 | .
CS(=O)(=O)N(CC(=O)NCCSC1CCCCC1)c1ccc2c(c1)OCO2 | -2 | 10 | 0.9 | 2 | 0 | -3 | 0.9 | 0.0 | 0.9 | 22
Cc1ccc(S(=O)(=O)Nc2ccc3c(c2)OCCO3)cc1C | 13 | -0.3 | 1 | -8 | -2 | -10 | 0.9 | -0.3 | 0.9 | -11
O=C(CSCc1ccc(Br)cc1)Nc1ccc(S(=O)(=O)N2CCCCCC2)cc1 | 7 | -3.3 | 1.1 | 2 | -6 | -8 | 20* | -0.5 | 1 | .
COc1ccc(C(=O)Nc2ccc(S(=O)(=O)Nc3onc(C)c3C)cc2)c(OC)c1 | -1 | -1.4 | 0.9 | -4 | -2 | -17 | 4.3 | -0.3 | 1.1 | -29
CSc1oc(-c2ccco2)nc1S(=O)(=O)c1ccc(F)cc1 | -2 | -1.1 | 1.5 | -1 | 1 | -4 | 2.7 | -0.2 | 1.5 | -10
CCOC(=O)C(Cc1ccc(O)cc1)NC(=O)CNC(=O)C(CC(C)C)NC(=O)OC(C)(C)C (stereo unspecified) | 57* | -0.2 | 1 | -6 | -1 | -9 | 0.0 | -0.1 | 1 | -11
O=S(=O)(c1ccc2ccccc2c1)N1CCN=C1SCc1cccnc1 | 29 | 0.0 | 0.9 | -3 | 0 | -7 | 0.0 | 0.2 | 0.9 | 5
C=C(C)c1cccc(C(C)(C)NC(=O)N(Cc2ccccc2)Cc2ccco2)c1 | 19 | 0.5 | 0.9 | -2 | 1 | -14 | 7.6 | -0.4 | 0.9 | .
CN(C)c1ccc(CNCCC2CCOC(C)(C)C2)cc1 (stereo unspecified) | 94* | -16 | 1 | -5 | -7 | -11 | 1.4 | -0.3 | 0.8 | .
CC1CCCN(C(=O)C(C)Sc2nc(-c3ccccc3)cc(C(F)(F)F)n2)C1 (stereo unspecified) | 26 | 0.0 | 0.9 | -5 | -2 | -6 | 14* | -0.2 | 0.9 | .
C=CCOc1cccc(C2c3c(oc4ccccc4c3=O)C(=O)N2c2ccccn2)c1 (stereo unspecified) | 4 | -0.4 | 1 | -7 | -2 | 5 | 3.3 | -0.5 | 1.1 | -8
O=C(OCC(=O)N1CCc2ccccc21)c1c2c(nc3ccccc13)CCCCC2 | 91* | 0.2 | 0.8 | -6 | -9 | -10 | -0.5 | -0.2 | 0.8 | 1

Next records follow.
SMILES | L major viab | Redox H2O2 prof | PMI act satM6P | TNAP inh hiacc | Efa HMGR inh | TNAP inh no acc | RAM inhibit | Hsp70 act | PMI act | S1P3 antag
NCCN=C1NS(=O)(=O)c2ccccc21 | 5 | 0.4 | 0.9 | 5 | -4 | 0 | 2.0 | -0.1 | 0.9 | .
Cc1scc(-c2n[nH]c(=S)n2C(C)c2ccccc2)c1C (stereo unspecified) | 2 | -0.1 | 1 | -3 | -3 | -2 | 6.2 | -0.5 | 1.1 | 11
C=CCNC(=S)N1CCN(CCN=CC2=C(O)CC(c3ccco3)CC2=O)CC1 (stereo unspecified) | 0 | -1.4 | 1 | -3 | 1 | 1 | -0.1 | -0.1 | 1 | .
CCn1c(SCC(=O)O)nnc1-c1ccccc1 | -3 | 0.2 | 1 | -6 | -6 | -9 | 2.7 | -0.6 | 1 | 3
COc1ccc([N+](=O)[O-])cc1N(CC1CO1)S(=O)(=O)c1ccc(C)cc1 (stereo unspecified) | 29 | -0.6 | 1.1 | -2 | -4 | -4 | 2.4 | -0.2 | 1 | 15
CCCCn1c(SCC(=O)Nc2cccc(OC)c2)nc2ccc(N3CCOCC3)cc2c1=O | 5 | -0.7 | 1.3 | -3 | -3 | -13 | 1.1 | 0.2 | 1 | .
O=C(NCc1cccnc1)/C(=C/c1ccccc1)NC(=O)c1ccccc1 | 0 | -0.2 | 1 | -2 | -3 | -11 | 1.3 | -0.3 | 0.9 | -11
CC1(C)Cc2ccccc2C(N/N=C/c2ccc(Cl)cc2)=N1 | 15 | -0.2 | 1 | -4 | -1 | -12 | 1.5 | 0.1 | 0.9 | 11
N#Cc1ccc(OCC(=O)OCC(=O)NCCC2=CCCCC2)cc1 | 2 | 0.4 | 1 | 6 | -5 | -9 | -0.9 | -0.5 | 0.9 | -16
CC(=O)c1cccc(N(C(=O)CS(=O)CC(=O)Nc2ccc(F)cc2)C(C(=O)NC2CCCCC2)c2ccc(C)o2)c1 (stereo unspecified) | 42 | -0.2 | 0.9 | -5 | -2 | -1 | -0.3 | -0.2 | 0.8 | -10
CCOC(=O)C1CCCN(C(=O)/C=C/c2cccc([N+](=O)[O-])c2)C1 (stereo unspecified) | 23 | -3.8 | 1.1 | -5 | 2 | 11 | 0.0 | -0.1 | 1.1 | .
COc1ccccc1N1CCN(C(CNS(=O)(=O)c2ccc(C)cc2)c2cccnc2)CC1 (stereo unspecified) | 96* | -0.3 | 0.9 | -7 | -2 | -3 | 1.7 | 0.3 | 0.9 | .
COc1ccccc1N1CCN(C(=O)CSc2nnc(NC(=O)C3CCC3)s2)CC1 | 13 | -2.4 | 1 | -7 | -2 | -10 | 3.5 | -0.1 | 0.9 | -10
Fc1cccc(NC(=S)NCCc2ccccc2)c1 | 8 | -0.4 | 0.9 | -1 | 3 | -8 | 0.5 | -0.3 | 0.7 | 0
O=C(NN1C(=O)/C(=C/c2cccs2)SC1=S)c1ccccc1 | 1 | 0.6 | 1 | 4 | 0 | -9 | 4.5 | -0.5 | 0.9 | 5
CN(C)S(=O)(=O)c1cccc(C(=O)Nc2ccc(Cl)cn2)c1 | -7 | -0.9 | 1 | -7 | -4 | -12 | 0.1 | -0.3 | 1 | -16
CCC(c1nnnn1C(C)(C)C)N1CCN(C2CCCC2)CC1 (stereo unspecified) | 1 | 0.7 | 0.9 | -3 | -2 | -12 | 1.6 | -0.5 | 0.9 | -9
Clc1cccc(Nc2ncnc3c2cnn3-c2ccccc2)c1 | . | . | 1 | -4 | 3 | 4 | 2.9 | . | 1 | 40
N#Cc1cnc(SCCc2ccccc2)nc1N | 7 | 2.8 | 0.9 | 0 | 1 | -8 | 0.5 | 0.1 | 0.9 | 32
CCC(C)(C)NC(=O)C(c1ccc(OC)cc1)N(Cc1cccs1)C(=O)CCC(=O)Nc1cc(C)on1 (stereo unspecified) | 97* | -1.7 | 1 | -5 | -6 | -7 | 0.2 | -0.2 | 1.1 | .
CC(O)c1nc2ccccc2n1CC(=O)N1CCN(c2ccccc2)CC1 (stereo unspecified) | -5 | 0.1 | 0.9 | -6 | -3 | -2 | 1.7 | -0.2 | 1 | 17
CSC1=Nc2sc3c(c2C2=NCCN12)CCCC3 | . | . | 1 | -3 | . | -5 | . | . | 1 | 0
O=C(c1ccccc1)N1CCCC(C(=O)N2CCc3ccccc3C2)C1 (stereo unspecified) | -5 | 0.2 | 1 | -3 | -3 | -2 | 0.8 | 0.2 | 1 | .
COc1cc(/C=N/NC(=O)c2cc(C)oc2C)ccc1O | 5 | -0.6 | 1 | -3 | -9 | -10 | -2.1 | -0.2 | 1.1 | 0
CC1CC(C)CN(C(=O)c2ccc(NC(=O)c3ccc(=O)[nH]c3)cc2)C1 (stereo unspecified) | 6 | 0.6 | 1.1 | 1 | -3 | -1 | -1.4 | 0.1 | 1.1 | -37
CN(C)c1ccc(C(c2nnnn2C(C)(C)C)N2CCN(C(=O)c3ccco3)CC2)cc1 (stereo unspecified) | -5 | 2.8 | 0.9 | -6 | -5 | -7 | 2.0 | -0.5 | 0.9 | -36
O=C1CC(N2CCN(Cc3ccc4c(c3)OCO4)CC2)C(=O)N1c1ccccc1 (stereo unspecified) | 3 | 2.8 | 1 | -3 | -10 | -12 | -0.6 | -0.1 | 1 | 12
Cc1nc2ccccn2c1C(=O)C(=O)Nc1cc(F)ccc1F | -7 | 1.8 | 0.9 | -2 | 1 | -5 | 0.4 | -0.3 | 1.1 | 10
Cc1cccc(C)c1N/C=C/c1onc(C)c1[N+](=O)[O-] | 0 | -0.3 | 1 | 2 | -13 | 4 | 4.4 | -0.5 | 0.9 | .

Given comma-delimited: entries from further up.
SMILES,L major viab,Redox H2O2 prof,PMI act satM6P,TNAP inh hiacc,Efa HMGR inh,TNAP inh no acc,RAM inhibit,Hsp70 act,PMI act,S1P3 antag
CCCCn1c(SCC(=O)Nc2cccc(OC)c2)nc2ccc(N3CCOCC3)cc2c1=O,5,-0.7,1.3,-3,-3,-13,1.1,0.2,1,.
O=C(NCc1cccnc1)/C(=C/c1ccccc1)NC(=O)c1ccccc1,0,-0.2,1,-2,-3,-11,1.3,-0.3,0.9,-11
CC1(C)Cc2ccccc2C(N/N=C/c2ccc(Cl)cc2)=N1,15,-0.2,1,-4,-1,-12,1.5,0.1,0.9,11
